# High-throughput results (PubChem BioAssay)
# IDH1 mut inh – inhibitors of IDH1 R132H reductase, primary screen, biochemical, plate reader, single point | Isocitrate dehydrogenase [NADP] cytoplasmic (Homo sapiens), O75874 | diaphorase/resazurin fluorescence, 60 min | inhibition, % at 10 µM | 70,000 tested, 0.18% active | AID 624101, 2012; in the data active = inhibition above about 34%;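 also: 0% = DMSO and 100% = no enzyme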
# EZH2 inh – EZH2/PRC2 methyltransferase inhibitors, primary screen, biochemical, DELFIA time-resolved fluorescence, single point; inhibition, % at 12.5 µM; 57,000 tested, 0.35% active; PRC2 H3K27 methylation, DELFIA TRF, 1 h; AID 651548, 2012; Histone-lysine N-methyltransferase EZH2 (Homo sapiens), Q15910;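 active = mean inhibition of replicates at least 50% and every single replicate also reaching 50%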;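 also: dimethyl H3K27 on biotinylated H3 21-44 peptide detected by antibody; plate controls were median neutral control wells for no effect and median positive control wells for full effect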
# Target sequence (Q15910 whole entry, looked up): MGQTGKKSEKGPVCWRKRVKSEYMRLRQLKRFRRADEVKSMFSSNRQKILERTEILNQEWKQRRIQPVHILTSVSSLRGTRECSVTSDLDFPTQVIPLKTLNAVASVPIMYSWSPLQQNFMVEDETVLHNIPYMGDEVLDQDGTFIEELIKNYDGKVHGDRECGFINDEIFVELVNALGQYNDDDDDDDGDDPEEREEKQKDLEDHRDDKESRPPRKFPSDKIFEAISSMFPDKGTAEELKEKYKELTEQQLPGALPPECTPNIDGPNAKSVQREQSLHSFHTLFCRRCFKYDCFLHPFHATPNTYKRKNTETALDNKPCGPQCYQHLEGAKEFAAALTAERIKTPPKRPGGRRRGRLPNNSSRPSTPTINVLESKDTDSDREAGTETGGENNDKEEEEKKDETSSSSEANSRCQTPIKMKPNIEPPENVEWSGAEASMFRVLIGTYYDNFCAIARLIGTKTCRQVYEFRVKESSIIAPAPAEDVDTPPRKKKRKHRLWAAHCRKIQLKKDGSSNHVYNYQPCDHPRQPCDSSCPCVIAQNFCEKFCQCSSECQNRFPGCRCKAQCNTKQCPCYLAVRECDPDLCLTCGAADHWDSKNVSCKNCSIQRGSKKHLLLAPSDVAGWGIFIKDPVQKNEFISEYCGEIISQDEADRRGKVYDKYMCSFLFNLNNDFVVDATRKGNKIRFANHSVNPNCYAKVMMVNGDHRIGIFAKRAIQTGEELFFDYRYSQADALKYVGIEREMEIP
# Numbers without * were called inactive; / = no result given; & = joins results of further samples. Not all compounds are listed; count on the stated rates, not on these rows.
Molecule	IDH1 mut inh	EZH2 inh
Cc1ccc(-c2ccc3c(c2)O[C@@H](CN(C)C(=O)C2CC2)[C@@H](C)CN([C@H](C)CO)S3(=O)=O)cc1	5.4	-9
COc1ccc(NC(=O)N(C)C[C@H]2Oc3ccc(NS(=O)(=O)c4c(C)noc4C)cc3C(=O)N([C@@H](C)CO)C[C@@H]2C)cc1	0.4	/
C[C@H](CO)N1C[C@H](C)[C@H](CN(C)Cc2ccccc2)Oc2ccc(NS(=O)(=O)c3ccccc3)cc2CC1=O	/	-3
C[C@H](CO)N1C[C@H](C)[C@@H](CN(C)Cc2ccncc2)Oc2ncc(-c3ccc(C#N)cc3)cc2C1=O	0.3	/
C[C@@H]1CN([C@@H](C)CO)C(=O)c2cc(C#Cc3ccc(F)cc3)cnc2O[C@H]1CN(C)C(=O)c1ccccc1F	0.2	/
O=C(C[C@@H]1C[C@@H]2c3cc(NC(=O)CC4CC4)ccc3O[C@@H]2[C@H](CO)O1)NCCc1ccccc1	-0.1	-13
CCCNC(=O)Nc1ccc2c(c1)C(=O)N(C)C[C@@H](OC)[C@@H](C)CN(C(C)=O)[C@H](C)CO2	-0.1	3
C[C@@H]1CN([C@H](C)CO)C(=O)c2cc(NC(=O)CCC(F)(F)F)ccc2O[C@@H](C)CCCCO[C@H]1CN(C)C(=O)Nc1cccc2ccccc12	-1.6	/
C[C@@H]1CCCCO[C@@H](CN(C)S(=O)(=O)c2ccc(F)cc2)[C@H](C)CN([C@H](C)CO)C(=O)c2cc(N(C)C)ccc2O1	/	-5
C[C@H](CO)N1C[C@H](C)[C@@H](CN(C)S(=O)(=O)c2cccs2)Oc2ccc(NC(=O)CCCCCC(=O)Nc3ccccc3N)cc2C1=O	/	5
C[C@@H]1CN([C@H](C)CO)C(=O)Cc2cc(NC(=O)Cn3cnnn3)ccc2O[C@H]1CN(C)C(=O)NC1CCCCC1	1.9	/
CC(C)NC(=O)Nc1ccc2c(c1)C(=O)N([C@@H](C)CO)C[C@@H](C)[C@H](CN(C)S(=O)(=O)c1cn(C)cn1)O2	1.1	/
CC(C)NC(=O)Nc1ccc2c(c1)CC(=O)N([C@@H](C)CO)C[C@H](C)[C@@H](CN(C)Cc1ccc(C(=O)Nc3ccccc3N)cc1)O2	-0.3	14
C[C@H](CO)N1C[C@H](C)[C@H](CN(C)S(=O)(=O)c2ccc(F)cc2)Oc2cc(C3=CCCC3)ccc2S1(=O)=O	-0.4	7
O=C(Nc1cc(Cl)cc(Cl)c1)N[C@H]1CC[C@H](CCNS(=O)(=O)c2cccc(F)c2)O[C@H]1CO	0.2	8
C[C@@H]1CN([C@H](C)CO)C(=O)c2cc(NC(=O)Cn3cnnn3)ccc2O[C@@H]1CN(C)Cc1ccc(Oc2ccccc2)cc1	-0.5	3

# Full records, quoted from the list:
# C[C@@H]1CN([C@H](C)CO)C(=O)c2cc(NC(=O)Cn3cnnn3)ccc2O[C@@H]1CN(C)Cc1ccc(Oc2ccccc2)cc1 is entered as IDH1 mut inh = -0.5; EZH2 inh = 3
# C[C@@H]1CCCCO[C@@H](CN(C)S(=O)(=O)c2ccc(F)cc2)[C@H](C)CN([C@H](C)CO)C(=O)c2cc(N(C)C)ccc2O1 is entered as IDH1 mut inh = /; EZH2 inh = -5

# The list goes on:
Molecule	IDH1 mut inh	EZH2 inh
C[C@@H]1CN([C@@H](C)CO)C(=O)c2cc(-c3ccc(C#N)cc3)cnc2O[C@@H]1CN(C)Cc1cccnc1	-0.1	/
CCC(=O)N1C[C@@H](C)[C@@H](OC)CN(C)C(=O)c2ccc(NC(=O)C3CCOCC3)cc2OC[C@@H]1C	/	-7
CC(C)CC#Cc1ccc2c(c1)O[C@@H](CN(C)C(=O)CN(C)C)[C@@H](C)CN([C@@H](C)CO)S2(=O)=O	3.2	-5
C[C@@H]1CCCCO[C@H](CN(C)Cc2ccc(Cl)c(Cl)c2)[C@H](C)CN([C@@H](C)CO)C(=O)c2cc(NS(=O)(=O)c3ccc(F)cc3)ccc2O1	1.0	/
C[C@H]1CN([C@@H](C)CO)C(=O)c2cc(NC(=O)Nc3ccc(F)cc3)ccc2O[C@@H]1CN(C)S(=O)(=O)c1cccs1	0.9	/
CO[C@@H]1CN(C)C(=O)c2ccc(NC(C)=O)cc2OC[C@H](C)N(C(=O)CN2CCOCC2)C[C@H]1C	-0.1	-2
Cc1noc(C)c1NC(=O)Nc1ccc2c(c1)C(=O)N([C@H](C)CO)C[C@@H](C)[C@H](CN(C)C(=O)C1CCCCC1)OCCCC[C@@H](C)O2	0.7	/
Cc1cc(C)nc(SCC(=O)c2ccc(Oc3ccccc3)cc2)n1	-0.1	57*
C[C@@H]1CN([C@@H](C)CO)C(=O)c2cccc(NC(=O)Nc3ccc(C(F)(F)F)cc3)c2O[C@H]1CN(C)Cc1ccc(C(F)(F)F)cc1	0.1	/
CC(C)NC(=O)Nc1ccc2c(c1)C(=O)N([C@@H](C)CO)C[C@H](C)[C@H](CN(C)C(=O)CCC(F)(F)F)OCCCC[C@H](C)O2	-0.9	3
CCC(=O)Nc1ccc(C(=O)Nc2cc(OC)ccc2NC(=O)c2ccco2)cc1	-0.4	1
CS(=O)(=O)N(CC(=O)Nc1cc(C(F)(F)F)ccc1Cl)c1cccc([N+](=O)[O-])c1	0.2	15
O=C(O)C(Cc1ccccc1)N1C(=O)C2C3C=CC(C3)C2C1=O (stereo not drawn)	0.1	14
Cc1ccc(S(=O)(=O)N[C@@H]2C=C[C@H](CC(=O)N3CCC(Cc4ccccc4)CC3)O[C@@H]2CO)cc1	-0.3	-1
C[C@@H]1CN([C@H](C)CO)C(=O)c2cc(NC(=O)Cc3ccccc3)ccc2O[C@@H]1CN(C)C(=O)NC1CCCCC1	-0.1	-1
C[C@H](CO)N1C[C@H](C)[C@@H](CN(C)Cc2ccccc2)Oc2ccc(NS(=O)(=O)c3ccccc3)cc2CC1=O	-0.3	0

# Molecules listed so far containing a thiophene ring, fused or not:
Molecule	IDH1 mut inh	EZH2 inh
C[C@H](CO)N1C[C@H](C)[C@@H](CN(C)S(=O)(=O)c2cccs2)Oc2ccc(NC(=O)CCCCCC(=O)Nc3ccccc3N)cc2C1=O	/	5
C[C@H]1CN([C@@H](C)CO)C(=O)c2cc(NC(=O)Nc3ccc(F)cc3)ccc2O[C@@H]1CN(C)S(=O)(=O)c1cccs1	0.9	/

# Continued.
Molecule	IDH1 mut inh	EZH2 inh
Cc1noc(C)c1S(=O)(=O)Nc1ccc2c(c1)CC(=O)N([C@@H](C)CO)C[C@H](C)[C@@H](CN(C)Cc1ccc(C(=O)O)cc1)O2	0.0	/
C/C=C/c1cnc2c(c1)C(=O)N([C@@H](C)CO)C[C@@H](C)[C@H](CN(C)C(=O)NC1CCCC1)O2	/	-2
O=c1c2ccccc2nc2c3ccccc3c(NCc3ccccn3)nn12	0.0	-8
CCOc1c(S(=O)(=O)NCc2ccco2)ccc(Cl)c1Cl	1.0	9
C[C@@H]1CN([C@H](C)CO)C(=O)c2cc(NS(=O)(=O)c3cccs3)ccc2O[C@H]1CN(C)S(=O)(=O)c1ccccc1	-5.2	/
CCc1cc2c(=O)n(-c3ccccc3)c(SCC(=O)Nc3ccc([N+](=O)[O-])cc3)nc2s1	-0.4	-2
Cc1noc(C)c1NC(=O)N(C)C[C@@H]1Oc2c(NC(=O)Nc3ccccc3)cccc2C(=O)N([C@@H](C)CO)C[C@@H]1C	2.8	/
C[C@@H]1CN([C@@H](C)CO)C(=O)c2cc(NS(=O)(=O)c3ccccc3)ccc2O[C@@H]1CN(C)Cc1ccc(C(=O)O)cc1	-0.2	/
CO[C@H](CN(C)C(=O)C1CC1)[C@@H](C)CN(C(=O)Nc1ccc(C(F)(F)F)cc1)[C@@H](C)CO	0.1	0
C[C@H](CO)N1C[C@H](C)[C@H](CN(C)S(=O)(=O)c2cccs2)Oc2ccc(NS(C)(=O)=O)cc2CC1=O	1.1	/
C[C@@H]1CN([C@H](C)CO)C(=O)c2c(c3ccccc3n2C)-c2ccccc2CO[C@H]1CN(C)C	-3.4	5
C[C@@H]1CN([C@H](C)CO)C(=O)c2cc(NS(=O)(=O)c3cccs3)ccc2O[C@@H](C)CCCCO[C@@H]1CN(C)C(=O)CCC(F)(F)F	0.8	/
C=C1C(=O)O[C@H]2[C@H]1[C@H](O)CC(=C)[C@@H]1CC(=O)C(C)[C@H]21 (stereo partly drawn)	0.0	/
CC(C)NC(=O)Nc1cccc2c1O[C@H](CN(C)CC1CC1)[C@@H](C)CN([C@@H](C)CO)C2=O	-0.4	/
CO[C@H]1CN(C)C(=O)c2ccc(NS(=O)(=O)c3ccccc3)cc2OC[C@H](C)N(C(=O)NC(C)C)C[C@H]1C	0.0	10
C/C=C/c1ccc2c(c1)O[C@@H](CN(C)Cc1ccc(C(=O)O)cc1)[C@@H](C)CN([C@@H](C)CO)S2(=O)=O	2.7	7
C[C@@H]1CN([C@@H](C)CO)C(=O)Cc2cc(NC(=O)c3ccncc3)ccc2O[C@H]1CN(C)C(=O)NC1CCCCC1	4.4	1
C[C@@H]1CN([C@H](C)CO)C(=O)c2cc(-c3ccccc3F)cnc2O[C@@H]1CN(C)C(=O)NC1CCCC1	-0.6	/
C[C@@H]1CN([C@H](C)CO)C(=O)CCCn2cc(nn2)CO[C@H]1CN(C)C(=O)Nc1ccccc1C(F)(F)F	0.9	18
CC(C)Cn1c(=O)n(C)c(=O)c2[nH]cnc21	-0.2	-20
Cc1cc(C)nc(SCC(=O)Nc2cc([N+](=O)[O-])ccc2C)n1	0.1	-1
NC(=O)C1CCN(CCC(=O)Nc2ccc(F)cc2)CC1	0.1	-20
COc1ccc(S(=O)(=O)Nc2ccc3c(c2)CC(=O)N([C@H](C)CO)C[C@@H](C)[C@H](CN(C)Cc2ccncc2)O3)cc1	0.3	/
Cc1ccc(S(=O)(=O)Nc2cccc3c2O[C@H](CN(C)Cc2ccc4c(c2)OCO4)[C@@H](C)CN([C@H](C)CO)C3=O)cc1	/	14
C[C@@H]1CCCCO[C@@H](CN(C)Cc2ccc(C(F)(F)F)cc2)[C@H](C)CN([C@@H](C)CO)C(=O)c2cc(NS(=O)(=O)c3ccc(Cl)cc3)ccc2O1	-1.7	/
C[C@@H]1CN([C@@H](C)CO)S(=O)(=O)c2ccc(Br)cc2O[C@@H]1CN(C)C(=O)c1cnccn1	-3.7	-3
COc1cccc(S(=O)(=O)N(C)C[C@@H]2OCc3cn(nn3)CCCC(=O)N([C@H](C)CO)C[C@@H]2C)c1	-2.2	-5
C[C@@H]1CCCCO[C@@H](CN(C)S(=O)(=O)c2ccc(F)cc2)[C@@H](C)CN([C@H](C)CO)C(=O)c2cc(NC(=O)Nc3ccccc3)ccc2O1	0.5	/
C[C@@H]1CCCCO[C@@H](CN(C)C(=O)CCC(F)(F)F)[C@@H](C)CN([C@H](C)CO)C(=O)c2cc(NC(=O)NC3CCCCC3)ccc2O1	5.0	/
C[C@H]1CN([C@@H](C)CO)C(=O)c2cc(-c3ccncc3)cnc2O[C@H]1CN(C)C(=O)C1CC1	/	9
CCCC(=O)Nc1ccc2c(c1)C(=O)N(C)C[C@H](OC)[C@@H](C)CN(C(=O)CN(C)C)[C@@H](C)CO2	-0.1	6
CO[C@H]1CN(C)C(=O)c2cc(NS(=O)(=O)c3ccccc3C)ccc2OC[C@H](C)N(C)C[C@H]1C	0.0	2
C[C@H](CO)N1C[C@H](C)[C@H](CN(C)Cc2ccccn2)Oc2ncc(C3=CCCCC3)cc2C1=O	0.0	-30
COc1ccc(/C=N/NC(=O)CCCCCCC(=O)Nc2ccccc2O)cc1OC	/	10
Cc1cc(C)c(C#N)c(SCC(=O)Nc2sc3c(c2C#N)CCC3)n1	0.1	6
Cc1ccc(S(=O)(=O)C2CS(=O)(=O)c3ccccc32)cc1 (stereo not drawn)	-1.7	10
CCCNC(=O)C[C@H]1C[C@H]2c3cc(NC(=O)C4CCOCC4)ccc3O[C@H]2[C@H](CO)O1	-0.5	6
COc1ccc(NC(=O)Nc2ccc3c(c2)C(=O)N([C@H](C)CO)C[C@H](C)[C@H](CN(C)C(=O)Nc2ccccc2)O3)cc1	0.6	/
O=C(C[C@@H]1CC[C@@H](NC(=O)Nc2ccccc2)[C@H](CO)O1)NCc1cccc(F)c1	0.0	1
C[C@H]1CCCCO[C@H](CN(C)C)[C@@H](C)CN([C@@H](C)CO)C(=O)c2cc(NS(=O)(=O)c3cccs3)ccc2O1	4.1	/
COC(=O)c1c(C)[nH]c(C)c1/C=C(\C#N)S(=O)(=O)c1ccc(Cl)cc1	-4.9	-7
CCN1CCC[C@H]1CNC(=O)c1c(OC)ccc(Br)c1OC	0.1	1
O=C(Cc1cccnc1)N[C@@H]1CC[C@@H](CCn2cc(-c3ccccc3F)nn2)O[C@H]1CO	-0.1	-15
C[C@H](CO)N1C[C@H](C)[C@H](CN(C)S(=O)(=O)c2cn(C)cn2)Oc2ncc(C#CCN(C)C)cc2C1=O	0.9&-2.1	-1
CO[C@@H]1CN(C)C(=O)c2ccc(NC(=O)c3cc(C)on3)cc2OC[C@@H](C)N(S(=O)(=O)c2cccc(C)c2)C[C@H]1C	-0.2	-10
CNC[C@H]1Oc2c(cccc2N(C)C)C(=O)N([C@@H](C)CO)C[C@H]1C	1.1	7
O=C(Nc1ccc(O)cc1)c1cc(S(=O)(=O)N2CCOCC2)c(Cl)cc1Cl	-0.8	6
Cc1noc(C)c1NC(=O)N(C)C[C@H]1OCCCC[C@@H](C)Oc2ccc(NC(=O)Nc3ccccc3)cc2C(=O)N([C@H](C)CO)C[C@@H]1C	2.3	/
